Shn3 inh set2: reduces Shn3 3'UTR luciferase signal in osteoblasts; Clone20 osteoblast Shn3 3'UTR firefly luciferase, 24 h; inhibition, % at 12.5 µM; 360,000 tested, 0.52% active;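 active = mean inhibition of at least 75% with every replicate also reaching 75%; inconclusive = mean inhibition at least 75% but some replicate below; inactive = mean inhibition below 75%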;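 note: 0% = median of neutral control wells and 100% = pilot-screen positive control compound; some compounds past the cut are filed as inactive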
hiPSC survival: hiPSC single-cell survival enhancement. 360,000 tested, 0.044% active. ATPlite luminescence; 100% = ROCK inhibitor wells, 0% = DMSO. survival enhancement, % at 20 µM. AID 602274; in the data active = survival enhancement above about 18%;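 note: cells exposed to compounds for 16 hours before the ATP read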
NR2E3 ag-1: agonists of human NR2E3 nuclear receptor; AID 602229; CHO-S Gal4-NCOR/VP16-NR2E3 two-hybrid, luciferase; 360,000 tested, 0.35% active; inhibition of corepressor binding, % at 3.98 µM; Q9Y5X4;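 active = inhibition above the mean of all tested compounds plus 3 SD, cut at about 70% in these data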;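 note: 0% = DMSO with NR2E3 transfected cells and 100% = cells lacking NR2E3 construct; higher means lower luciferase signal from less NR2E3 corepressor binding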
m5-HT2A agonist: activates the mouse 5-HT2A serotonin receptor; activation, % at 7.6 µM; P35363; CHO-K1 mHTR2A beta-arrestin complementation, luminescence; percent of 30 µM serotonin response; 360,000 tested, 0.66% active;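 active = activation above a run cutoff, the mean activation of all tested compounds plus 3 SD, cut at about 14% in these data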;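 note: 0% = plate median of compound wells and 100% = 30 µM serotonin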
Target sequence (P35363 whole entry, looked up): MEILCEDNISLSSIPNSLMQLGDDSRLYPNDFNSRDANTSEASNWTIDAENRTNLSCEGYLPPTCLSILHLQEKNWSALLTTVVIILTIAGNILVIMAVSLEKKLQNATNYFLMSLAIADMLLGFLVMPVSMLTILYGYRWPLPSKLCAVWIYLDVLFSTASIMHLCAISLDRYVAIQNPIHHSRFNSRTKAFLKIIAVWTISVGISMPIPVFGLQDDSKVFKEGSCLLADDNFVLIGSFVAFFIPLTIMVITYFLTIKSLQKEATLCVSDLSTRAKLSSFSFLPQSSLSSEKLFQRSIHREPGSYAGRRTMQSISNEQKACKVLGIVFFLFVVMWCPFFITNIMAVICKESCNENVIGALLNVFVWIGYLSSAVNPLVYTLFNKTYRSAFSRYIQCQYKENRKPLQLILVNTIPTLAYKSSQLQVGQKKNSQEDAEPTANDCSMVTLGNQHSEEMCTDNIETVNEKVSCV
PDI turbidity: blocks human protein disulfide isomerase activity. P07237. inhibition, % at 10 µM. 350,000 tested, 0.052% active. PDI insulin aggregation turbidity, A650, 90 min;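 active = mean inhibition across replicates of 30% or more, whatever share of single replicates reach that level; inconclusive = mean inhibition below 30% while every single replicate reaches 30%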;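 note: absorbance from insulin aggregation driven by PDI reduction with DTT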
Target sequence (P07237 whole entry, looked up): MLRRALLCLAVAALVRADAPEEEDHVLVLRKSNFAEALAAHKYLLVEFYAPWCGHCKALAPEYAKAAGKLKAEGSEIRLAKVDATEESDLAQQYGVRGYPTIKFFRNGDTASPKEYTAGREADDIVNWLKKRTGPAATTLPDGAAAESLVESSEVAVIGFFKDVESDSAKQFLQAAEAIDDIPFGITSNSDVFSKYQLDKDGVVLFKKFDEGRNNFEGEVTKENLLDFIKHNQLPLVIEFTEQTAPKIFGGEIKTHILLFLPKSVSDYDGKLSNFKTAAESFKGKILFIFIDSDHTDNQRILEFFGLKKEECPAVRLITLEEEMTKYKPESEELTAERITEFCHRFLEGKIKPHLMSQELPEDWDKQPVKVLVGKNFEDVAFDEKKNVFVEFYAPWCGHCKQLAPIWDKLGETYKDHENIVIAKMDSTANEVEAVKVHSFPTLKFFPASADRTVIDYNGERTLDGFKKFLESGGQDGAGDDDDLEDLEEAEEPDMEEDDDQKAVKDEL
HIF-2a block: HIF-2a inhibition | 786-0 RCC cells HIF-2a reporter, luciferase luminescence, overnight | inhibition, % at 18.8 µM | 360,000 tested, 0.72% active | AID 624352;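 active = inhibition of the luminescence signal of 40% or more relative to plate controls, in a single-dose primary screen at 18.75 µM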
NR2E3 ag-2: agonists of human nuclear receptor NR2E3. Q9Y5X4. GST-NR2E3/biotin-RetCOR TR-FRET, 1536-well. inhibition of corepressor binding, % at 4.78 µM. 320,000 tested, 0.12% active. AID 2300;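 active = percent inhibition above the cutoff of mean plus 3 SD of all tested compounds, set per screening campaign, cut at about 20% in these data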;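 note: 0% = DMSO wells and 100% = biotin wells as full block of FRET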
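Assay system: NR2E3–RetCOR corepressor complex. Quantity: 1.35 nM GST-NR2E3. Buffer or medium: pH 7.5 Tris-based buffer. Reagent: biotinylated RetCOR corepressor at 7 nM final. Schedule: 5 h at 4 °C. Detection: TR-FRET, emission read at 617 and 671 nm. Replicates: one well per compound, singlicate testing.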
CaV13 FRET inh: Primary screen for inhibitors of IQ motif and Ca2+-dependent inactivation inhibitor domain binding in CACNA1D, Förster resonance energy transfer in living cells, … | HEK cells, CFP/YFP FRET ICDI-IQ, plate reader, 10 min; percent FRET-ratio fall versus neutral wells | inhibition, % at 12.3 µM | 340,000 tested, 0.098% active;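 active = mean replicate inhibition of at least 30% and at least 1% of replicates passing that level; inconclusive = only one of the two criteria is met; inactive = neither criterion is met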;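 note: 0% = median of the neutral control wells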
Peg3 prom inh: inhibitors of Peg3 promoter. HeLa PEG-Prom luciferase reporter, luminescence, overnight. inhibition, % at 20 µM. 360,000 tested, 1.7% active;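 active = inhibition of at least 50% at 20 µM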
H9c2 protect: myocardial damage modulation in H9c2 cells; H9c2 cardiomyocytes, H2O2 injury protection, ATPLite, 2 h; protection from H2O2 cell death, % at 20 µM; 360,000 tested, 0.63% active; AID 588492;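 active = compounds giving at least 50% protection of heart cells from peroxide-induced death in the single-dose screen, raw or plate-pattern-corrected value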;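 note: 0% = DMSO wells with peroxide and 100% = DMSO wells without peroxide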
MITF TRPM1 inh: inhibitors of MITF-driven TRPM1 promoter in melanoma cells; SK-MEL-5 TRPM1 promoter luciferase, 24 h; inhibition, % at 12.5 µM; 330,000 tested, 0.83% active; AID 488899;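 active = mean inhibition across replicates of 60% or more, whatever share of single replicates reaches that level; inconclusive = some that reach 60%, reason not given; inactive = mean inhibition across replicates below 60%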; note: values of inactives mirror those of a sister screen read the other way
An asterisk follows results filed as active; ? = inconclusive; · = no result given.

SMILES	Shn3 inh set2	hiPSC survival	NR2E3 ag-1	m5-HT2A agonist	PDI turbidity	HIF-2a block	NR2E3 ag-2	CaV13 FRET inh	Peg3 prom inh	H9c2 protect	MITF TRPM1 inh
Cc1ccc(C(=O)O)cc1NC(=S)NC(=O)c1ccc([N+](=O)[O-])cc1Cl	19	-2.3	4	-4	9	6	4	-3	-7	0	-5
O=C(Nc1ccccc1)C(=O)Nc1ccc2c(c1)N(C(=O)C1CC1)CCC2	-39	0.0	-50	-8	8	-192	3	-15	-169	6	-90
CC(C)(C)c1ccc(S(=O)(=O)NC(=O)C2(C)CCN2C(=O)c2cccc3ccccc23)cc1 (stereo not given)	-2	0.1	-16	10	-10	-5	·	-7	9	7	·
CC1=C(C(=O)Nc2cccnc2)C(c2cccnc2)n2nc(-c3cccs3)nc2N1 (stereo not given)	-7	-5.1	4	5	0	16	2	·	1	1	13
COc1ccc(-n2cc(CNCCc3nc(C)cc(C)n3)c(-c3ccccc3Cl)n2)cc1	44	-0.4	-25	-5	0	1	-3	-6	11	0	-11
COCCn1c(C)nnc1SCC(=O)Nc1ccccc1[N+](=O)[O-]	-13	1.3	16	1	1	13	4	2	12	5	9
Cn1c(=O)c2[nH]c(NN=Cc3ccccc3)nc2n(C)c1=O	4	1.6	-22	3	6	-93	·	-10	-78	16	-24
Cc1oc2ccc(O)cc2c1C(=O)c1ccc([N+](=O)[O-])cc1	-9	0.8	-38	2	5	1	2	-5	-22	-6	-5
Cn1nccc1C(=O)Nc1ccc2c(c1)OCO2	-45	-0.5	-46	6	4	-146	2	·	-140	-2	-52
Cc1ccc(NC(=O)CN(C)C(=O)CSc2nnnn2C)cc1	·	-0.3	11	2	5	8	-1	-4	-10	-2	-7
CC(C)(C)[C@@H]1C=C(C(N)=O)O[C@H](OCCCCO)C1	-4	0.2	-7	9	-7	9	0	-5	10	0	-2
O=C(CSc1nnc(SCc2ccccc2)s1)N/N=C/C=C\c1ccco1	-12	-2.1	6	3	-16	2	2	-4	-7	-4	3
CSc1nc2nc3c(c(=O)n2[nH]1)CCC3	3	0.6	-11	3	-3	16	3	·	16	-4	-4
Cc1ccc(Cl)c(OCC(=O)OC(C)C(=O)NC2CC2)c1 (stereo not given)	1	0.4	-8	-7	-2	10	-2	-7	3	4	-4
CCOC(=O)c1c(C)nc2c(c1-c1ccc(OC)cc1)C(=O)CC(C)(C)C2	11	0.2	-7	1	12	8	0	-4	27	11	0
CCOC(=O)C1CCN(S(=O)(=O)c2ccc3c(c2)N(C(C)=O)CC(C)S3)CC1 (stereo not given)	61	-0.4	18	-2	-5	9	6	-2	17	-11	20
CN(C(=O)CSc1nc2[nH]ncc2c(=O)[nH]1)c1ccccc1	1	-0.5	11	-4	-7	-2	-3	-2	12	13	-10
COc1cccc(C(=O)/C=C/Nc2ccc(S(=O)(=O)Nc3nc(C)cc(C)n3)cc2)c1	-6	1.9	-39	-2	7	3	-6	-14	-27	-3	1
COc1ccccc1/C=C\C=N\n1c(C2CCCCC2)n[nH]c1=S	-11	2.7	-30	5	3	4	3	-5	3	4	0
Cc1c(S(=O)(=O)c2ccccn2)c(N)n(Cc2ccccc2Cl)c1C	7	0.9	-14	-5	-4	25	1	-5	11	4	3
CC(C)(C)c1ccc(OCCN2CCCC2)cc1	-8	0.1	4	1	-10	-14	1	·	-64	-1	-10
CC(C)c1nc2sc3c(c2c(=O)o1)CCCC3	-2	2.1	-12	4	2	12	-3	-5	2	10	6
CCOC(=O)C(NC(C)=O)(Nc1ccc(S(=O)(=O)Nc2ncccn2)cc1)C(F)(F)F (stereo not given)	-14	-1.2	-5	1	0	10	3	-4	3	2	-7
O=C(c1ccc([N+](=O)[O-])o1)N1CCc2ccccc2C1	12	-0.4	18	-6	-3	-33	2	-5	-11	-7	32
COc1ccc(NC(=O)C2Cc3c(-c4ccc5c(c4)OCO5)ccnc3O2)cc1OC (stereo not given)	78	5.2	84*	3	-10	6	·	-5	25	-9	·
O=C(CCS(=O)(=O)c1ccc(Cl)cc1)N1CCN(c2ccc(F)cc2)CC1	4	-0.2	9	3	-3	-1	-1	-6	6	-11	3
O=C(NNC(=O)C1CC=CCC1C(=O)O)c1cccs1 (stereo not given)	-9	1.7	-36	0	0	-2	2	4	12	7	-2
N/C(Cc1ccc([N+](=O)[O-])cc1)=N\OC(=O)c1cccc(Br)c1	-9	0.7	-16	-2	-9	12	4	-3	-20	-24	0
CC(=O)N1CCN(C23CC4CC(CC(C4)C2)C3)CC1	2	-0.6	11	7	1	16	2	-17	14	-1	-9
NC(=O)c1ccccc1OCCOCCOCCOc1ccccc1C(N)=O	-3	2.6	-19	5	-1	-10	1	-8	10	34	-8
COc1cccc(NC(=O)c2ccccc2F)c1	-95	-3.0	-70	0	-4	-271	4	-8	-359	-23	-88
CNc1nc(Cl)nc(Nc2ccccc2)n1	-50	1.8	7	0	-4	-159	4	-1	-123	2	-7
CCOC(=O)C(C)n1cnc2sc(C)c(C)c2c1=O (stereo not given)	16	-2.4	-17	2	3	1	3	·	-15	4	-2
COc1cccc(C(=O)NNC2=C(C(=O)C(F)(F)F)CCC2)c1	-41	-0.3	-93	0	2	-30	-3	-20	-10	8	-1
O=C(c1cccc([N+](=O)[O-])c1)c1cc2ccccc2o1	-27	-0.4	-30	3	-3	-54	-5	-3	-104	2	-25
CCC(Nc1nc(-c2ccccc2)nc2ccccc12)C(=O)O (stereo not given)	-9	5.0	-1	1	-6	3	5	-11	11	0	11
CCc1ccc2nc(N)sc2c1	-73	-1.0	-68	3	4	-202	-4	-6	-194	-9	-56
Cc1c(Cl)cccc1NC(=S)NC1CC1	-2	-2.9	4	-1	15	22	3	-5	0	3	2
CCOc1ccc(N(Cc2cc3cc(C)ccc3[nH]c2=O)S(=O)(=O)c2ccccc2)cc1	20	-0.4	-11	-1	-4	2	2	·	16	8	9
CCC(C)COC(=O)c1ccc(C(=O)O)cc1 (stereo not given)	0	-3.0	-2	5	-6	-13	2	·	-7	-3	0

Copied from the list:
CC(C)(C)c1ccc(OCCN2CCCC2)cc1 in Peg3 prom inh is listed with -64
CCOc1ccc(N(Cc2cc3cc(C)ccc3[nH]c2=O)S(=O)(=O)c2ccccc2)cc1 in HIF-2a block is listed with 2
O=C(CCS(=O)(=O)c1ccc(Cl)cc1)N1CCN(c2ccc(F)cc2)CC1 in Peg3 prom inh is listed with 6
COc1cccc(NC(=O)c2ccccc2F)c1 in m5-HT2A agonist is listed with 0
CCC(Nc1nc(-c2ccccc2)nc2ccccc12)C(=O)O (stereo not given) in MITF TRPM1 inh is listed with 11

Profiles from above. Values in the order: Shn3 inh set2, hiPSC survival, NR2E3 ag-1, m5-HT2A agonist, PDI turbidity, HIF-2a block, NR2E3 ag-2, CaV13 FRET inh, Peg3 prom inh, H9c2 protect, MITF TRPM1 inh
Record of CCOC(=O)C1CCN(S(=O)(=O)c2ccc3c(c2)N(C(C)=O)CC(C)S3)CC1 (stereo not given) : 61, -0.4, 18, -2, -5, 9, 6, -2, 17, -11, 20
Record of Cc1ccc(C(=O)O)cc1NC(=S)NC(=O)c1ccc([N+](=O)[O-])cc1Cl : 19, -2.3, 4, -4, 9, 6, 4, -3, -7, 0, -5
Record of Cc1c(Cl)cccc1NC(=S)NC1CC1 : -2, -2.9, 4, -1, 15, 22, 3, -5, 0, 3, 2

Next results follow:
SMILES	Shn3 inh set2	hiPSC survival	NR2E3 ag-1	m5-HT2A agonist	PDI turbidity	HIF-2a block	NR2E3 ag-2	CaV13 FRET inh	Peg3 prom inh	H9c2 protect	MITF TRPM1 inh
N#CCN1C(=O)C(=O)N(Cc2cccc(C(F)(F)F)c2)C1=O	10	0.0	-17	8	3	13	2	-2	-4	-5	6
CCOC(=O)C1(CCOC)CCN(Cc2ccc(C(=O)OC)cc2)CC1	-4	0.5	3	4	-2	14	1	-4	10	-5	6
COc1ccc(-n2c(SCC(=O)Nc3ccc(C(N)=O)cc3)nc3ccccc3c2=O)cc1OC	15	-0.3	-13	9	11	8	-2	-20	1	-4	12
CN(CC(=O)Nc1ccc(F)cc1)C(=O)c1ccc(OCc2ccccc2)cc1	3	-0.2	-4	1	-4	-30	·	-5	-35	-8	5
Cc1[nH]c(=O)[nH]c(=O)c1/C=N/NC(=O)[C@@H](NC(=O)OC(C)(C)C)C(C)C	4	-2.8	25	11	1	7	-1	-5	4	1	-6
O=C(CCC1COc2ccccc2O1)Nc1ncccc1O (stereo not given)	6	-2.6	-18	-2	0	-2	4	-3	-11	9	1
Cc1ccccc1CN(C)CC(=O)Nc1ccccc1-c1ccccc1	-2	0.3	-27	-4	-5	33	3	-3	17	0	-1
CCCc1c(-c2cccc(Cl)c2)ncn1CCc1ccccc1OC	·	-0.9	-39	-5	·	-40	·	-10	·	·	·
COC(=O)c1c(NC(=O)C(Cl)Cl)sc2c1C(C(=O)OC)CC2 (stereo not given)	-7	-0.7	16	-3	4	19	-1	-3	81*	-6	?
COc1ccc(CCC(C)N2CCc3ccccc3C2)cc1 (stereo not given)	-6	-0.9	-3	-3	-5	14	5	-18	13	2	-6
Nc1ncnc2c1ncn2[C@@H]1O[C@H](CNC(=O)[C@@H]2C[C@H](F)CN2)[C@@H](O)[C@H]1O	-2	0.9	-2	10	1	8	·	-6	-5	-10	-2
Cc1ccc(-c2ccnc3[nH]n(-c4ccccc4)c(=O)c23)cc1	-34	-0.3	-49	3	-32	-13	1	-20	-62	-1	-25
